Screening data from PubChem BioAssay.
FUS yeast rescue – rescues growth of FUS-expressing yeast; S. cerevisiae FUS-expressing, growth rescue, OD600, 24 h; Potency, µM (series often up to 76.6 µM), inactives show at the highest dose growth rescue (activation), hits mostly activators; 0.24% of 390,000 active; AID 1347120;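 also: plate controls were DMSO vehicle for no effect and reference control for full effect; nearly all actives have a fitted effect of over 55% in size; some results filed as inactive show a strong effect at the top dose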
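Toxicity suppression screen in FUS-yeast. Cells induced with 2% galactose, starting OD 0.005, treated 24hr at 30C with compounds at multiple final concentrations; growth by OD600.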
EPAC2 agonist – activates human EPAC2 exchange factor. Q8WZA2. EPAC2 activation, biochemical qHTS; response scale: 100% = 6.5 mM cAMP response. Potency, µM (doses to about 154 µM), for the others: at the highest dose activation, actives largely listed as activators. 0.079% of 360,000 active. AID 720711; also: nearly all actives have a fitted effect of over 50% in size
Target sequence (Q8WZA2 whole entry, looked up): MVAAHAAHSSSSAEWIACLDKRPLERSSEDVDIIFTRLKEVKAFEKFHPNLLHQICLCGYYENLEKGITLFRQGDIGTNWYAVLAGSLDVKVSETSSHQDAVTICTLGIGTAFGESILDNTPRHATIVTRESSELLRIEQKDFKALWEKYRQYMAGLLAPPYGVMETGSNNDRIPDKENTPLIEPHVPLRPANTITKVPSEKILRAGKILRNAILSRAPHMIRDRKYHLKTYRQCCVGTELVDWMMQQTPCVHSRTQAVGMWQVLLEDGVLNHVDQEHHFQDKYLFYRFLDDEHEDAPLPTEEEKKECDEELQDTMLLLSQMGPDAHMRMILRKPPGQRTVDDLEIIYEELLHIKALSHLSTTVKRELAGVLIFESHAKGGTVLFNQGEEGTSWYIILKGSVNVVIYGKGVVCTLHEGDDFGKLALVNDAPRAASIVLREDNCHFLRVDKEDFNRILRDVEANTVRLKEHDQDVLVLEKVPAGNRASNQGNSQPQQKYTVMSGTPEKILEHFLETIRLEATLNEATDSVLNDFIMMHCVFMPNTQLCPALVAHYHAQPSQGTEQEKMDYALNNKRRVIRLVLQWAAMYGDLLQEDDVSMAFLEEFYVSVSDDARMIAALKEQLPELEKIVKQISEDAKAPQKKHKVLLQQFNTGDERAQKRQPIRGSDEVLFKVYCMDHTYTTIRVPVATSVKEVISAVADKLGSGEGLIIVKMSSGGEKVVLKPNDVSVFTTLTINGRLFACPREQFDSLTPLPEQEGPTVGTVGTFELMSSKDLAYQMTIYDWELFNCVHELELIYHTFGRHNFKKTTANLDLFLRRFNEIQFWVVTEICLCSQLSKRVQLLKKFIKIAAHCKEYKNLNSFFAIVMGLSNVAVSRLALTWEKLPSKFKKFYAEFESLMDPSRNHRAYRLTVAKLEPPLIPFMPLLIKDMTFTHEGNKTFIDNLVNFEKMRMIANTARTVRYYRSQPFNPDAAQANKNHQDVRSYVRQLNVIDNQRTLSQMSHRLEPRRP
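Fluorescence exchange assay: 100 nM EPAC2 with 250 nM RAP1B-BODIPY-GDP and 50 uM GDP; compounds tested as a concentration-titration series (qHTS). Loss of Rap1-bound BODIPY-GDP fluorescence read at 480/540 nm; data normalized to 6.5 mM cAMP.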
PTHR1 ag – PTHR1 (human) receptor agonism; AID 743266; Q03431; Potency, µM (highest dose often 115 µM), without a hit: at the top dose activation, actives largely listed as activators; HEK293 GP2 PTHR1 cells, GloSensor cAMP luminescence, 1 h; 0.075% of 410,000 active; also: nearly all actives have a fitted effect of over 55% in size; some results filed as inactive show a strong effect at the top dose; inactives centre near -15; many of its hits are not listed in these tables
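HEK-293-derived GP2 cells expressing PTHR1 and a GloSensor cAMP reporter, 3,000/well, plated overnight, given luciferin plus IBMX (each 0.5 mM as added) for 1 h at 37 °C, then compound for 1 h at 37 °C. Luminescence was read after 15 min at room temperature.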
aSyn rescue – inhibitors of alpha-synuclein toxicity in yeast; Yeast expressing alpha-synuclein, growth rescue, BacTiter-Glo, 24 h; Potency, µM (top dose mostly 46.1 µM), for inactives: at the highest dose growth rescue (activation), usual class: activators; 0.14% of 370,000 active; AID 652106; also: % of control where 0% means no effect; nearly all actives have a fitted effect of over 65% in size
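Rescue of yeast growth: cells expressing toxic alpha-synuclein, induced in galactose at OD600 0.02, incubated with compound 24 h at 30 C. ATP luminescence quantified growth; inhibitors of toxicity appear as activators.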
EPAC1 antagonist – antagonists of human EPAC1 | O95398 | EPAC1 GEF assay, Rap1b-BODIPY-GDP exchange fluorescence | Potency, µM (titrated, usually from 115 µM), without a hit: at the top dose activity change, negative = inhibition, hits mostly inhibitors | 0.14% of 360,000 active;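 also: plate controls were vehicle for no effect and positive control for full effect; nearly all actives have a fitted effect of over 50% in size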
TDP-43 yeast inh – TDP-43 toxicity inhibition in yeast | TDP-43 expressing yeast growth rescue, BacTiter-Glo, 24 h | Potency, µM (top dose mostly 46.1 µM), inactives show top-dose growth rescue (activation), actives largely listed as activators | 1.8% of 410,000 active | AID 652104; also: % of control where 0% means no effect; nearly all actives have a fitted effect of over 50% in size
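Readout is BacTiter-Glo luminescence of cell growth, so inhibitors register as activators. TDP-43-expressing yeast at OD600=0.02 in galactose medium, after raffinose pregrowth to mid-log, were incubated with compound for 24 hr at 30 deg C.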
EPAC1 ag – agonists of human EPAC1 | O95398 | EPAC1 agonist qHTS, biochemical assay; response scale: 100% = response to 6.5 mM cAMP | Potency, µM (doses to about 154 µM), inactives show at the top dose activation, hits mostly activators | 0.073% of 360,000 active | AID 720707; also: nearly all actives have a fitted effect of over 60% in size
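Read-out is the fluorescence drop as BODIPY-GDP leaves Rap1B (480 nm excitation, 540 nm emission), recorded every 5 minutes over 30 minutes. Reactions held 100 nM EPAC1, 250 nM Rap1B–BODIPY-GDP and 50 uM GDP, with 6.5 mM cAMP setting full activation.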
EPAC2 antagonist – EPAC2 (human) antagonism; Q8WZA2; EPAC2 GEF exchange of Rap1B-BODIPY-GDP, fluorescence; Potency, µM (top dose mostly 114 µM), for inactives: at the top dose activity, negative = inhibition, actives largely listed as inhibitors; 0.18% of 360,000 active; AID 720708; also: % is scaled to controls: 0 for no effect and ±100 for the full control effect; nearly all actives have a fitted effect of over 45% in size; many of its hits are not listed in these tables
The depositor's hits bear a star; i = inactive; u = inconclusive; x = no result given; & = joins results of further samples; [ ] = another dose, or the depositor's remark. Calls follow the shape of the dose curve; as a rule, active = well fitted curve in the direction sought with a large enough effect; inconclusive = small, poorly fitted or top-dose-only effect, or another doubt; inactive = no such curve, though single readings can be large; an effect the other way counts as inactive or inconclusive. Potency is read from the fitted curve at half-maximal effect. These rows are one share of the data; rates above refer to the full screens.

SMILES	FUS yeast rescue	EPAC2 agonist	PTHR1 ag	aSyn rescue	EPAC1 antagonist	TDP-43 yeast inh	EPAC1 ag	EPAC2 antagonist
Cc1ccc2c(c1)C(c1ccccc1)N(C(=O)c1cc3ccccc3oc1=O)CC(=O)N2 (centres undefined)	14%	10%	-44%[inhibitor]	8%	-8%	24%	-7%	2%
CC(C)(C)OC(=O)C[C@@H]1C/C=C\C[C@@H](CC(=O)NCCO)C(=O)N[C@H](Cc2ccccc2)COC1=O	17%	0%	-4%	0%	-3%	7%	-2%	12%
C=CCNC(=S)NN=C1CCCCCCC1	0%	-1%	-4%	-8%	12%	-3%	1%	0%
Cc1ccc2nc(SCC(=O)OCc3ccccc3)nc(=O)n2c1	29%	16%	6%	-2%	-5%	1%	-56%[inhibitor]	12%
O=c1[nH]c2ccc(NC(=S)NCCc3ccccc3)cc2[nH]1	4%	5%	16%	-4%	-1%	1%	8%	-3%
OC(c1cc(F)cc(Cl)c1)c1ncc(-c2cccc(C(F)(F)F)c2)[nH]1 (centres undefined)	-5%	7%	-40%	15%	u	17%	-11%	-28%
O=C(CCN1C(=O)S/C(=C\c2ccccc2)C1=O)NC1CCS(=O)(=O)C1 (centres undefined)	1%	1%	i	9%	25%	13%	1%	7%
COC(CNC(=O)CN1CCN(Cc2ccccc2F)C1=O)OC	-29%	3%	i	6%	5%	13%	11%	4%
O=C(COc1cccnc1[N+](=O)[O-])NCCc1ccc(F)cc1	-5%	-6%	i	3%	-7%	13%[9.22 µM]	-4%	12%
C=C(C)C1CC=C(C)/C(=N/NC(=O)c2cccc([N+](=O)[O-])c2)C1 (centres undefined)	x	8%	-50%	3%	7%	9%	-7%	19%
CCOc1ccc(S(=O)(=O)NCCC(=O)Nc2cccc(C(=O)OC)c2)cc1	3%	8%	-30%	9%	-3%	12%	-1%	-4%
CCN(C(=O)COC(=O)C12CC3CC(CC(NC(C)=O)(C3)C1)C2)C1CCCCC1	4%	0%	i	3%	-10%	18%	-3%	13%
O=C(C(=O)N1CCc2ccccc2C1)c1c[nH]c2ccccc12	-18%	6%	-21%	11%	-8%	23%	4%	-13%[57.1 µM]
CC(=O)N1CCN(S(=O)(=O)c2cccc(C(=O)N3CCN(S(=O)(=O)c4c(C)c(C)cc(C)c4C)CC3)c2)CC1	u	10%	-11%	5%	17%	11%	12%	u
Cc1ccc(Cn2nnc3c(=O)n(Cc4cccc(C)c4)cnc32)cc1	-14%	4%	-19%[57.5 µM]	-4%	-10%	-5%	11%	-8%
O=[N+]([O-])c1cc(/C=N/Nc2nc(N3CCCCC3)nc(N3CCCCC3)n2)ccc1O	-17%	8%	-14%	-13%	-5%	22µM*	11%	-8%
Cc1cc(C)c(-n2c(SCCS(=O)(=O)c3ccc(F)cc3)n[nH]c2=O)c(C)c1	23%	8%	-26%	-1%	6%	-9%	8%	-11%
Cc1ccccc1-c1nnc(SCC(=O)Nc2c(C)n(C)n(-c3ccccc3)c2=O)o1	10%	6%	i	0%	-3%	9%	-3%	6%
N=C1/C(=C/c2ccc(-c3cccc(C(=O)O)c3)o2)C(=O)N=C2SC(CC(=O)N3CCOCC3)=NN12	u	12%	u	-2%	-8%	-18%	8%	10%
Cc1cc(C)c(S(=O)(=O)c2ccccc2F)c(=O)[nH]1	-5%	5%	i	-12%	-3%	0%	22%	2%
CCOC(=O)NCCOC(=O)Nc1ccc(Cl)cc1	-45%	-5%	i	-3%	13%	-1%	-6%	6%[57.1 µM]
CCOC(=O)c1cnn(CC2CCCCC2)c1N	-3%	-81%[15.6 µM]	-8%[57.5 µM]	2%	10%	1%	-9%	-17%
O=C(NC1CCCCC1)c1ccc(N2CCOCC2)c([N+](=O)[O-])c1	-5%	7%	-52%[inhibitor]	-5%	-3%	-3%	2%	-3%
Cc1cccc(N/C(N)=N/c2nc(C)cc(=O)[nH]2)c1	-32%	-1%	i	1%	11%	-1%	8%	3%
CC(C)C(NC(=O)C(NC(=O)C1OC2OC(C)(C)OC2C2OC(C)(C)OC12)C(C)C)C(=O)O (centres undefined)	-3%	3%	i	0%	-1%	-2%	1%	17%
CCOC(=O)C1=C(C(F)(F)F)Nc2ncnn2C1c1cccc(OC)c1OC (centres undefined)	34%	-16%	-20%	1%	5%	20%&6%	7%	-2%
Cc1c(NC(=O)CN2C(=O)c3cccc4cccc2c34)c(=O)n(-c2ccccc2)n1C	10%	-1%	i	0%	10%	-13%	-3%	12%
COc1ccc(C(=O)CSc2n[nH]c(C)n2)cc1[N+](=O)[O-]	3%	7%	i	1%	-11%	-12%	0%	4%
CC(=O)c1cccc(Nc2nc(-c3cccnc3)cs2)c1	3%	-1%	-11%	-1%	-4%	u	-3%	2%
O=C(CCc1ccccc1)NCC(=O)N/N=C/c1ccc2c(c1)OCO2	-37%	5%	i	-1%	-17%	5%	-3%	23%
COc1ccc(C(=O)NNC(=O)COc2ccc(Cl)cc2C)cc1S(=O)(=O)N1CCOCC1	9%	3%	0%	-1%	-10%	9%	1%	4%
NS(=O)(=O)c1ccc(N/N=C/c2ccccn2)c([N+](=O)[O-])c1	12%	0%	-7%	-3%	-9%	-1%	-11%	0%
Cc1c(Cl)c([N+](=O)[O-])nn1CCCC(=O)Nc1cccc(Cl)c1Cl	x	15%	-8%	3%	-12%	5%	-7%	5%
COc1ccc(Cc2nnc(NC(=O)CS(=O)(=O)c3ccc(C)cc3)s2)cc1OC	-15%	7%	-8%	-4%	7%	-8%	-1%	-7%
Oc1[nH]c2ccc(Br)cc2c1N=NC(=S)Nc1ccc(F)cc1	23%	4%	-4%	1%	-8%	28%	1%	3%
O=C(c1cccc(S(=O)(=O)NCc2ccc3c(c2)OCO3)c1)N1CCCC1	-1%	7%	i	-1%	-12%	0%	4%	24%

As a working copy, part of the list above:
SMILES	FUS yeast rescue	EPAC2 agonist	PTHR1 ag	aSyn rescue	EPAC1 antagonist	TDP-43 yeast inh	EPAC1 ag	EPAC2 antagonist
Oc1[nH]c2ccc(Br)cc2c1N=NC(=S)Nc1ccc(F)cc1	23%	4%	-4%	1%	-8%	28%	1%	3%
O=C(c1cccc(S(=O)(=O)NCc2ccc3c(c2)OCO3)c1)N1CCCC1	-1%	7%	i	-1%	-12%	0%	4%	24%

New compounds follow:
SMILES	FUS yeast rescue	EPAC2 agonist	PTHR1 ag	aSyn rescue	EPAC1 antagonist	TDP-43 yeast inh	EPAC1 ag	EPAC2 antagonist
Cc1ccc2c(c1)C(c1ccc(F)cc1)N(C(=O)c1ccccc1Br)CC(=O)N2 (centres undefined)	26%	0%	-20%	7%	-3%	6%	-2%	-18%
O=[N+]([O-])c1cccc(-c2ccc3nnc(SCc4cccnc4)n3n2)c1	-4%	1%	-36%[inhibitor]	-11%	-4%	-1%	3%	3%
CCOc1ncccc1C(=O)Nc1cc(S(=O)(=O)N2CCCCC2)ccc1C	-6%	-1%	u	-10%	-3%	-14%	-10%	3%
Cc1cc(C)c(OCC(=O)OCC(=O)NC2CCCCCCC2)c(C)c1	19%	16%	5%	2%	-24%	-5%	6%	-13%
COc1ccc(-c2cn3cccnc3n2)cc1NC(=O)c1ccc(Br)o1	34%	-4%	-2%[57.5 µM]	0%	-4%	-21%	-7%	3%
Cc1ccc(S(=O)(=O)NCc2ccccc2)cc1C(=O)N(C)CC(=O)Nc1ccccc1Br	31%	7%	-11%	u	-7%	7%	7%	-14%
Cc1ccc(S(=O)(=O)CC(=O)NCc2ccccc2)cc1	-28%	-1%	i	6%	-15%	-3%	-14%	12%
CCOc1ccc(NC(=O)C2CCN(S(=O)(=O)c3ccc4c(c3)C(C)(C)C(=O)N4C)CC2)cc1	-10%	-1%	-17%	-3%	2%	11%	3%	6%
O=C(Nc1nnc(S(=O)(=O)N2CCCC2)s1)c1cccc([N+](=O)[O-])c1	25%	0%	-29%	-8%	11%	9%	0%	-9%
COc1ccc(NC2CCCN(C(=O)C3=NN(C)C(=O)CC3)C2)cc1OC (centres undefined)	27%	0%	i	-1%	15%	3%	1%	4%
COc1ccc(CCNC(=O)CNC(=O)c2ccccc2Br)cc1OC	8%	19%	-13%	-2%	-18%	8%	-4%	-4%
C=CCOc1ccccc1/C=C/C(=O)O	16%	5%	i	12%	7%	0%	-2%	21%
O=C(c1nn2cccnc2c1Cl)N1CCN(c2ccccc2)CC1	-13%	3%	i	5%	-3%	29%	-1%	5%
Cc1ccc(C(=O)N(c2ccccc2)C2CC(C)N(C(=O)c3ccco3)c3ccccc32)cc1 (centres undefined)	u	16%	-12%[57.5 µM]	6%	-18%	4%	5%	-4%
CCCCCc1n[nH]c2c1CCCC2	4%	2%	-14%	14%	-7%	18%	4%	-6%
COc1ccc(NC(=O)CSc2nc3c(c(=O)n(C)c(=O)n3C)n2C)c(OC)c1	12%	9%	u	-5%	-25%	-19%	-6%	3%
CC(c1ccco1)N(C(=O)c1ccccc1NS(=O)(=O)c1cc([N+](=O)[O-])ccc1Cl)c1ccccn1 (centres undefined)	25%	6%	i	-15%	16%	-21%	7%	-1%
CCOC(=O)COc1ccc2c(c1)C(=O)CC(C)(c1cccnc1)O2 (centres undefined)	9%	-2%	i	-2%	-1%	-15%	0%	9%
CC(=O)N1[C@H](Cc2ccccc2)C=C[C@]1(C)C(=O)NCCc1c[nH]c2ccccc12	1%	12%	-18%	2%	-15%	6%	-11%	3%
CCN1/C(=C2\C(=O)N(C)C(=S)N2C)C=Cc2cc(C)ccc21	x	4%	-2%	-21%	-14%	-14%	-1%	-18%
COc1ccc(NC(=O)CN(C)CC(=O)Nc2cccc(S(=O)(=O)N(C)c3ccccc3)c2)cc1	29%	14%	i	-6%	u	2%	5%	-16%
Cc1onc(-c2ccccc2)c1C(=O)Nc1cccc(S(=O)(=O)N2CCCCC2)c1	-3%	13%	-1%	8%	-13%	u	2%	-11%
c1ccc(CCNc2nnnn2-c2ccccc2)cc1	11%	8%	i	0%	-14%	10%	-4%	-5%
COc1ccc(-c2ccc(=O)n(Cc3cccc(Cl)c3)n2)cc1	u	20%	-28%	u	-25%	u	23%	u
